Bioassay records as filed in PubChem BioAssay.
MBNL1 CUG block: qHTS Assay for Inhibitors of MBNL1-poly(CUG) RNA binding | Potency, µM (series often up to 57.5 µM), without a hit: top-dose activity change, negative = inhibition, usual class: inhibitors | TR-FRET MBNL1-His/biotin-(CUG)12 binding, 665/545 ratio | Muscleblind-like protein 1 (Homo sapiens), Q9NR56 | 280,000 compounds, 0.036% hits; active = well fitted inhibition curve with a large enough effect in the signal ratio, with a control signal flat, not every such curve was filed as active; inconclusive = small, poorly fitted or top-dose-only effect, or effect the other way, or a change in a side signal; inactive = no such curve, though single readings can be large or run the other way; the % refers to the signal ratio; note: potency is the fitted concentration of half-maximal effect; % is set by controls: 0 for no effect and ±100 for the full control effect
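His-tagged MBNL1 binding to biotinylated (CUG)12 RNA was measured by TR-FRET using terbium anti-His antibody (0.055 ng/ul final) and streptavidin-XL665 (5 nM final). Compounds were titrated 92 nM to 58 uM; 60 min at room temperature.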
a7 integrin act: qHTS for Activators of Integrin-Mediated Alleviation for Muscular Dystrophy; alpha7betagal myoblasts, beta-gal FDG fluorescence, 48 h; 350,000 compounds, 0.064% hits; Potency, µM (top dose mostly 38.3 µM), for the others: at the top dose activation, actives largely listed as activators;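 note: potency is the fitted concentration of half-maximal effect; 100% = response of the positive control SU9516; nearly all actives have a fitted effect of over 60% in size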
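Alpha7betagal+/- myoblasts (passage 13) were plated 16-24 hr, then exposed to compounds (1:260 dilution of DMSO stock) for 48 hours at 37C. After MPER lysis, β-galactosidase reporter activity was read as FDG fluorescence (ex 480/em 540) after 30 minutes.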
MLL CXXC-DNA inh: qHTS Fluorescence Polarization Assay for Inhibitors of MLL CXXC domain - DNA interaction | Histone-lysine N-methyltransferase 2A (Homo sapiens), Q03164 | MLL-CXXC / FITC-HOXA9 DNA fluorescence polarization | Potency, µM (top dose mostly 115 µM), inactives show at the highest dose activity change, negative = inhibition, usual class: inhibitors | 290,000 compounds, 0.037% hits; active = well fitted inhibition curve with a large enough effect in the polarisation, with a control signal flat, not every such curve was filed as active; inconclusive = small, poorly fitted or top-dose-only effect, or effect the other way, or a change in a side signal; inactive = no such curve, though single readings can be large or run the other way; the % refers to the polarisation; note: potency is the fitted concentration of half-maximal effect
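Steps: dispense CXXC domain solution (7 uM) → pin compounds or unlabeled HOX-A9 DNA control → 5 min ambient → add FLSN-HOX-A9 solution (50 nM) → spin → 30 min ambient → fluorescence polarization. Tris pH 7.5/NaCl/DTT/BSA buffer.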
TRPV1 agonist: HTS Assay for Compounds that Act as Agonists of the Vanilloid Receptor 1 | TRPV1-expressing cells, Fluo-8 calcium influx, agonist mode | activation, % at 8.33 µM | 320,000 compounds, 0.19% hits | Transient receptor potential cation channel subfamily V member 1 (Homo sapiens), Q8NER1 | AID 540275, 2011; in the data active = activation above about 80%; inconclusive = between about 30% and that limit; note: 0% is about no effect
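Fluo-8 calcium influx in TRPV1-expressing cells, kinetic read (ex 480/em 520 nm). Compound added and read 3 min for agonist activity, followed by capsaicin at EC20 final and 2 min further read for enhancement.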
GALK inh: qHTS Assay for Inhibitors of Human Galactokinase (GALK); Potency, µM (highest dose often 57.5 µM), without a hit: top-dose activity change, negative = inhibition, most hits filed as inhibitors; Purified GALK, Kinase-Glo residual ATP luminescence; 270,000 compounds, 0.007% hits; note: potency is the fitted concentration of half-maximal effect; % is set by controls: 0 for no effect and ±100 for the full control effect
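Compounds were pin-transferred into ATP buffer (35 uM final), then GALK plus galactose (5 nM, 100 uM final) was added. After 1 h at room temperature, Kinase-Glo Plus was added and luminescence read after 10 min.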
A-T KAP1 phos: qHTS Assay for Identifying a Potential Treatment of Ataxia-Telangiectasia | […] A-T fibroblasts, KAP-1 phosphorylation AlphaLISA; neocarzinostatin DNA damage 30 min before lysis | Potency, µM (titrated, usually from 57.5 µM), for the others: at the highest dose activation, actives largely listed as activators | 320,000 compounds, 0.19% hits | AID 485349, 2010; note: potency is the fitted concentration of half-maximal effect; % of control where 0% means no effect; nearly all actives have a fitted effect of over 45% in size
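hTERT-immortalized A-T patient fibroblasts ([…]), 500 cells/well in OPTI-MEM, 1% FBS, got compounds for 60 min, then NCS for 30 min at 37C. Lysates were then assayed for phospho-KAP-1 by AlphaLISA (anti-pKAP1 donor, anti-KAP1 acceptor beads), 6 hr at 25C.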
S-ASM inh: Inhibitors of Secretory Acid Sphingomyelinase (S-ASM): qHTS. Sphingomyelin phosphodiesterase (Homo sapiens), P17405. Potency, µM (titrated, usually from 57.5 µM), without a hit: at the highest dose activity change, negative = inhibition, hits mostly inhibitors. placental ASM, HMU-PC fluorogenic substrate, 60 min. 340,000 compounds, 0.006% hits; note: potency is the fitted concentration of half-maximal effect
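Human placenta-derived ASM preincubated with compound 10 min at room temperature, then reacted with 9 uM (final) fluorogenic HMU-PC substrate for 60 min at 37 C. Stop solution raises pH to 10; fluorescence read at Ex 386/Em 447 nm.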
FBPA coupling cs: qHTS Assay for Inhibitors of Fructose-1,6-bisphosphate Aldolase from Giardia Lamblia: Coupling assay counterscreen; coupling enzyme system counterscreen, AmpLite Red fluorescence; activity change, negative = inhibition, % at 58.2 µM, hits read low; 290,000 compounds, 0.67% hits; in the data active = activity change below about -30%; note: % is set by controls: 0 for no effect and ±100 for the full control effect
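Counterscreen of the coupled detection system alone, without aldolase: glyceraldehyde-3-phosphate coupling enzymes plus AmpLite Red readout. Compounds at 57.5 uM final, 10 min RT preincubation, 20 min RT reaction, fluorescence 525/598 nm.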
KCNH2 3.1 block: qHTS for Inhibitors of KCHN2 3.1: Mutant qHTS | Potassium voltage-gated channel subfamily H member 2, brain isoform KCNH2 3.1 (human) | U2OS KCNH2 3.1, thallium flux FluxOr; hits give low values | activity change, % (tested at about 1.8 µM) | 340,000 compounds, 0.95% hits | AID 720553, 2013;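 active = maximum activity change below -70%; inconclusive = maximum activity change from -70% to -50%; inactive = maximum activity change above -50%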;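 note: thallium influx rate constant from kinetic fluorescence after stimulation buffer; % is set by controls: 0 for no effect and ±100 for the full control effect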
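Normalized rate constant (relative to positive and negative DMSO controls) derived from a 2 min kinetic fluorescence read after stimulation; U2OS cells expressing the 3.1 isoform via virus at 1.77 x 10^8 /mL.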
hERG WT inh: qHTS for Inhibitors of KCHN2 3.1: Wildtype qHTS; AID 720551, 2013; Voltage-gated inwardly rectifying potassium channel KCNH2 (Homo sapiens), Q12809; U2OS, BacMam KCNH2, thallium flux FluxOr; hits give low values; 340,000 compounds, 0.37% hits; activity change, % at 1.84 µM;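 active = maximum activity change below -70%; inconclusive = maximum activity change between -70% and -50%; inactive = maximum activity change above -50%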; note: % is set by controls: 0 for no effect and ±100 for the full control effect
Target sequence (Q12809 whole entry, looked up): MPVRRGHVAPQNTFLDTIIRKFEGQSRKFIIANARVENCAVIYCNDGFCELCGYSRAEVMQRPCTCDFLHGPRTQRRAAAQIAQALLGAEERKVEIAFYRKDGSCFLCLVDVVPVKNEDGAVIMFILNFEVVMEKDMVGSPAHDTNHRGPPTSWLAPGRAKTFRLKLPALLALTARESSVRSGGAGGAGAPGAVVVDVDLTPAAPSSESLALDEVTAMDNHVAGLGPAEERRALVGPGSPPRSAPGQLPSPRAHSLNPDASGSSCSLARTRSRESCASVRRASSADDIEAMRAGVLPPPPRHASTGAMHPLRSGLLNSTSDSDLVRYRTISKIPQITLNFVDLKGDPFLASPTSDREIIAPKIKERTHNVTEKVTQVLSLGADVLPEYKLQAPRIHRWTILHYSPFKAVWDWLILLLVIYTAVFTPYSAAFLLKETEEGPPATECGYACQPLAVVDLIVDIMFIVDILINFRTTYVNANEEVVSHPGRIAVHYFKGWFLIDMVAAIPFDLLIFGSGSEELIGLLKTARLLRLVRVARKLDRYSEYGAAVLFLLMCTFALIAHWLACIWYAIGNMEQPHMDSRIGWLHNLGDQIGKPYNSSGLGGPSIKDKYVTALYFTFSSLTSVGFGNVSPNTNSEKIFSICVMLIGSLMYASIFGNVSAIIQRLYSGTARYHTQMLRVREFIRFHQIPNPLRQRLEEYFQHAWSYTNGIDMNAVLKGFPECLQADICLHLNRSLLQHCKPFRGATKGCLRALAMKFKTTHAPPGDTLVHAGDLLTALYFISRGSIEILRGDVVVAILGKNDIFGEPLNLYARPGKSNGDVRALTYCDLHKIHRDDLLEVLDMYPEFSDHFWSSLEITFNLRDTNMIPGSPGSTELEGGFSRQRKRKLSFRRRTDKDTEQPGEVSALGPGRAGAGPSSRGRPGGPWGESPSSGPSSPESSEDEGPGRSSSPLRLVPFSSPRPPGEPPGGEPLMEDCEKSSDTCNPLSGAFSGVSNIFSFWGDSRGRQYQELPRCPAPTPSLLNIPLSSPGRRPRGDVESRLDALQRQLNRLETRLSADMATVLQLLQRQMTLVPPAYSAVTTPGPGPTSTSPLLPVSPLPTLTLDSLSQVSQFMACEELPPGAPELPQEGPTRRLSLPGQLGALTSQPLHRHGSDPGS
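U2OS cells were transduced with wild-type KCNH2 virus (2.03 x 10^8 / mL) for 4 h at room temperature, then cultured overnight at 37 C. Thallium flux was read with FluxOr dye. Rate constants were normalized to DMSO controls.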
* hit, by the source's call; u = inconclusive; x = not tested or not shown; [ ] = dose if it differs, or a comment. Unless noted, calls come from the whole dose curve; as a rule, active = well fitted curve in the direction sought with a large enough effect; inconclusive = small, poorly fitted or top-dose-only effect, or another doubt; inactive = no such curve, though single readings can be large; an effect the other way counts as inactive or inconclusive.

SMILES | MBNL1 CUG block | a7 integrin act | MLL CXXC-DNA inh | TRPV1 agonist | GALK inh | A-T KAP1 phos | S-ASM inh | FBPA coupling cs | KCNH2 3.1 block | hERG WT inh
Clc1ccc(-n2ncc3c(NCc4ccco4)ncnc32)cc1 | 38%[activator] | 8% | -3% | -5 | -2% | -3% | 1% | -1 | -11 | -5
COc1ccc(-c2cc(C3CCN(C(=O)OC(C)(C)C)CC3)[nH]n2)cc1 | -6% | u | 1% | 7 | 7% | -2% | -20% | 0 | 11 | -5
N#Cc1ccccc1S(=O)(=O)N1CCN(C(=O)c2cccc(S(=O)(=O)N3CCCC3)c2)CC1 | x | -25% | x | x | x | x | -3% | x | 3 | 6
COc1ccc(S(=O)(=O)N2CCC3(CC2)OCCN3S(=O)(=O)c2ccc(OC)cc2)cc1 | x | 2% | x | -2 | x | 4% | 3% | x | -5 | 29
Cc1sc2ncnc(SCC(=O)NCC(C)C)c2c1C | 0% | 9% | 2% | 4 | -2% | 0% | 4% | 0 | -2 | -3
O=C1N=C(N2CCN(c3cccc4ccccc34)CC2)S/C1=C/c1cccs1 | 0% | -23% | 17% | 5 | -2% | 7% | -14% | -6 | -23 | 1
Cc1cccc(NC(=O)c2cc3cc([N+](=O)[O-])ccc3s2)n1 | 3% | u | 7% | 3 | 2% | -3% | -4% | 0 | -15 | 5
Cc1noc(C(=O)NCc2cccnc2)c1Cl | -12% | 8% | -15% | 2 | 2% | -1% | -1% | -2 | -25 | -12
COc1cc2c(cc1O)C(Cc1ccc(O)cc1)NCC2 (stereo not drawn) | 17% | 5% | -2% | 1 | x | -2% | 7% | -2 | 7 | 2
COc1ccc(/C=C/C(=O)NC(C)C)cc1Br | 16% | 14% | 4% | u | 1% | 10% | 3% | 3 | 2 | 0

Just MLL CXXC-DNA inh and A-T KAP1 phos, for some of the entries so far:
structure | MLL CXXC-DNA inh | A-T KAP1 phos
Cc1noc(C(=O)NCc2cccnc2)c1Cl | -15% | -1%
COc1cc2c(cc1O)C(Cc1ccc(O)cc1)NCC2 (stereo not drawn) | -2% | -2%

A few values from the list.
`Clc1ccc(-n2ncc3c(NCc4ccco4)ncnc32)cc1` in a7 integrin act: 8%
`Cc1cccc(NC(=O)c2cc3cc([N+](=O)[O-])ccc3s2)n1` in TRPV1 agonist: 3
`COc1cc2c(cc1O)C(Cc1ccc(O)cc1)NCC2` (stereo not drawn) in S-ASM inh: 7%

The listing picks up, repeating the 2 entries before the break.
SMILES | MBNL1 CUG block | a7 integrin act | MLL CXXC-DNA inh | TRPV1 agonist | GALK inh | A-T KAP1 phos | S-ASM inh | FBPA coupling cs | KCNH2 3.1 block | hERG WT inh
COc1cc2c(cc1O)C(Cc1ccc(O)cc1)NCC2 (stereo not drawn) | 17% | 5% | -2% | 1 | x | -2% | 7% | -2 | 7 | 2
COc1ccc(/C=C/C(=O)NC(C)C)cc1Br | 16% | 14% | 4% | u | 1% | 10% | 3% | 3 | 2 | 0
Cc1cc(C)n2nc(SCc3nnc(-c4ccc(F)cc4)o3)nc2n1 | 10% | x | 18% | -2 | -2% | 1% | x | -1 | x | x
COc1cccc(/C=C/C(=O)NNC(=O)c2cc(C)oc2C)c1 | x | 7% | x | -1 | x | -2% | 9% | x | 16 | -9
Cc1c(-c2ccccc2)c(=O)oc2ccc(O)cc12 | 16% | -27% | 0% | -2 | 5% | -1% | -2% | -1 | 13 | 4
O=S(=O)(NC1CCCCC1Oc1ccccc1)c1ccccc1 (stereo not drawn) | -7% | 27% | -11% | 10 | -1% | 6% | -2% | -2 | -12 | 0
COc1ccc2cc(C(=O)C3CCCN(C(=O)c4cccnc4)C3)ccc2c1 (stereo not drawn) | u | -23% | 7% | 9 | -6% | 12% | 11% | -1 | 5 | 9
COc1ccc(-c2cc(C(=O)OCC(=O)NC3CC3)c3ccccc3n2)cc1 | x | 0% | x | u | x | 20% | 189%[activator] | x | 1 | 5
O=C(COc1cccc(Br)c1)N/N=C1\CCCc2ccccc21 | 0% | 5% | -1% | 0 | 15% | 3% | 8% | -1 | 15 | -19
O=C1N(Nc2ccccc2)C(c2ccc(Br)cc2)C12CCCCC2 (stereo not drawn) | -9% | 8% | 2% | 12 | -2% | x | 0% | -1 | -10 | 1
CC1S/C(=N/N=C/c2ccco2)NC1=O (stereo not drawn) | 11% | 28% | -3% | 1 | -1% | -3% | 5% | -1 | 21 | -2
COCC(=O)N(C)[C@H]1C[C@H]2c3cc(N4CCN(C)CC4)ccc3CCN2C(=O)[C@H]1[C@H](C)O | x | 22% | x | x | x | x | -3% | x | -4 | -3
O=C(Cn1nc(-c2ccccc2)ccc1=O)Nc1ccc(N2CCN(C(=O)c3cccs3)CC2)cc1 | 24% | 21% | 0% | 0 | -2% | 4% | -8% | 7 | -26 | 3
Cc1ccc2[nH]c(=O)c(CN(Cc3ccco3)C(=O)c3cccs3)cc2c1 | 1% | x | -7% | 3 | 0% | x | x | 1 | x | x
Cc1cccc2sc(NNC(=O)c3ccc(S(=O)(=O)N4CC(C)CC(C)C4)cc3)nc12 (stereo not drawn) | 79%[activator] | -54%[inhibitor] | -4% | -2 | x | 4% | -20% | -2 | 3 | -12
COc1ccc(-c2noc(CSc3ccc(C)cc3)n2)cc1 | 1% | 0% | 0% | 1 | 0% | x | -4% | -1 | -5 | -12
COc1ccc(C)cc1Nc1n[n+](-c2ccccc2)c(-c2c(OC)ccc3ccccc23)s1 | x | -4% | x | 0 | x | -2% | -17% | x | -10 | -15
CCOc1cc2[nH]c(=S)n(CCOC)c(=O)c2cc1OCC | 2% | -3% | 5% | 4 | -1% | 1% | 0% | -2 | -4 | -6
CCCS(=O)(=O)c1cn2cccc(N)c2c1S(=O)(=O)CCC | 12% | 16% | -4% | 1 | -1% | -2% | 12% | -26 | 3 | -3
COCCN1C(=O)N[C@@H](CCc2ccccc2)[C@H](C(=O)OC)[C@H]1C | x | 12% | x | x | x | x | 4% | 3 | 19 | 0
Cc1cccc(C(=O)NCCC(=O)NCc2ccccc2Cl)c1 | x | 15% | x | -3 | x | 0% | 4% | x | 34 | -1
O=C(CN(c1ccccc1)S(=O)(=O)c1ccccc1)N1CCN(Cc2ccc3c(c2)OCO3)CC1 | 1% | 3% | 2% | 16 | -1% | -1% | 1% | 1 | -3 | 42
CC(=O)Oc1ccc(-c2csc(Nc3cccc(C)n3)n2)cc1 | 16% | 0% | 0% | -3 | 7% | 12% | -14% | 1 | 7 | 33
Cc1cc(NCCCn2ccnc2)n2nc(C)c(-c3ccccc3)c2n1 | -1% | 17% | 6% | 2 | -1% | 0% | 8% | 1 | 11 | 4
COc1ccc(S(=O)(=O)NCc2cccnc2)cc1NC(=O)c1ccccc1 | -5% | -17% | 1% | -4 | 4% | -2% | -4% | -1 | -13 | -3
CC(C)(C)C(=O)Nc1ccc(NC(=O)C(C)(C)C)cc1 | -10% | u | 4% | -10 | 6% | 2% | 0% | 2 | 9 | -11
CC(=O)COC(=O)c1cc(-c2ccc(C)cc2)nc2ccccc12 | 26% | u | -3% | u | 6% | 6% | 0% | -3 | -7 | x
CCCc1nc(SCC(=O)Nc2ccccc2)c2c(=O)n(C)c(=O)n(C)c2n1 | -16% | 12% | 2% | -5 | 1% | 9% | -3% | 2 | -2 | -2
CCOc1ccc(NC(=O)COC(=O)Cn2cnc3ccccc32)cc1 | x | -10% | x | x | x | 0% | u | x | -13 | -19
O=C(c1cc(Sc2ccc(Cl)cc2)nc2ccccc12)N1CCN(c2ccccn2)CC1 | 6% | -51%[inhibitor] | 0% | 2 | 4% | x | 1% | -1 | -78* | 8
